Screening results deposited in PubChem BioAssay by National Center for Advancing Translational Sciences (NCATS).
ELG1 genotox = inducers of genotoxicity in HEK293T ELG1-luciferase cells; HEK293T ELG1-luciferase reporter, luminescence, 16 h; Potency, µM (highest dose often 46 µM), for the others: at the top dose activity change, positive = activation, actives largely listed as activators; 330,000 compounds, 1.3% hits; further: potency means the concentration at half of the fitted maximal effect; % of control where 0% means no effect; nearly all actives have a fitted effect of over 60% in size
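Screening used a luciferase reporter fused to human ELG1 in HEK293T cells. Luminescence was read on a CCD plate imager after 16 hr exposure and 30 min ONE-Glo incubation.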
uPA generation = inhibitors of cell surface uPA generation; cell surface uPA generation assay, qHTS; Potency, µM (series often up to 38.3 µM), for inactives: at the top dose activity change, negative = inhibition, actives largely listed as inhibitors; 330,000 compounds, 0.31% hits; AID 540303; active means well fitted inhibition curve with a large enough effect; inconclusive means small, poorly fitted or top-dose-only effect; inactive means no such curve, though single readings can be large or run the other way; tested in mouse RAW 264.7 cells; further: potency means the concentration at half of the fitted maximal effect; on the % scale 0 is the no-effect control and ±100 the full control effect; nearly all actives have a fitted effect of over 55% in size
Tb PFK block = blocks T. brucei phosphofructokinase | T. brucei PFK, ADP-Glo luminescence | Potency, µM (series often up to 57.5 µM), for inactives: at the highest dose activity, negative = inhibition, hits mostly inhibitors | 330,000 compounds, 0.17% hits;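 further: potency means the concentration at half of the fitted maximal effect; 0% = uninhibited 1x PFK enzyme wells and -100% = no-enzyme wells; nearly all actives have a fitted effect of over 60% in size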
Target sequence (O15648 whole entry, looked up): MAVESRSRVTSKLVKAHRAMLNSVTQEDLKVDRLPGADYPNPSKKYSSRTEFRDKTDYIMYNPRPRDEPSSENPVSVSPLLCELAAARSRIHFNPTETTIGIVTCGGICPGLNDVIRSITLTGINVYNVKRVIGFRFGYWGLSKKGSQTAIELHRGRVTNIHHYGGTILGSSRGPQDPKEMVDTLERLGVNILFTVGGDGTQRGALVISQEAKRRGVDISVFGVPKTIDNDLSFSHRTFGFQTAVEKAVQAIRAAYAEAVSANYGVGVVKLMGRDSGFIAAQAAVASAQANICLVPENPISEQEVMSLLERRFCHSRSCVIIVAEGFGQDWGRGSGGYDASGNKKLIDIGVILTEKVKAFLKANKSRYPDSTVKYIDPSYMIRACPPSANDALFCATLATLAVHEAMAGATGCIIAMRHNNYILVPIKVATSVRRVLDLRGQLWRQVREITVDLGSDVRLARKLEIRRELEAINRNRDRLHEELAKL
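Luminescent ADP detection (ADP-Glo, two-step: ATP depletion then ADP-to-ATP conversion for luciferase) reported PFK activity after 45 min room-temperature reaction of 1.25 nM enzyme with 0.5 mM F6P and 0.1 mM ATP at pH 8.0.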
Coupling enz = inhibits coupling enzyme system, counter-screen for aldolase hits; activity change, negative = inhibition, % at 58.2 µM, hits read low; coupling enzyme system counterscreen, AmpLite Red fluorescence; AID 2472; 290,000 compounds, 0.67% hits; in the data active means activity change below about -30%; further: on the % scale 0 is the no-effect control and ±100 the full control effect
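Final compound at 57.5 uM, incubated 10 min at RT with coupling enzyme reagent (glyceraldehyde-3-phosphate), then 20 min with substrate and AmpLite Red detection. Fluorescence read at 525/598 nm; tests interference with the coupling assay, not aldolase inhibition.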
Rab9 promoter act = Rab9 promoter activation. Huh7 Rab9 promoter-luciferase reporter, luminescence, 24 h. Potency, µM (doses to about 9.22 µM), without a hit: top-dose activation, negative = inhibition, actives largely listed as activators. 320,000 compounds, 2.8% hits. AID 485297; further: potency means the concentration at half of the fitted maximal effect; % of control where 0% means no effect; nearly all actives have a fitted effect of over 60% in size
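Promoter activation is measured as luciferase luminescence in Huh7 cells stably transfected with a Rab9 promoter–luciferase construct, following 24 h compound exposure at 37 °C and 10 min reagent incubation at ambient temperature.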
FLuc modulator = firefly luciferase modulation, counter-screen for miR-21 project. P08659. purified FLuc, Km substrates, luminescence inhibition. Potency, µM (top dose mostly 57.5 µM), for inactives: top-dose activity change, negative = inhibition, actives largely listed as inhibitors. 360,000 compounds, 6.9% hits;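 further: potency means the concentration at half of the fitted maximal effect; plate controls were vehicle for no effect and reference inhibitor for full effect; nearly all actives have a fitted effect of over 55% in size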
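Purified P. pyralis luciferase, 10 nM final, with Km-level 10 uM D-luciferin and 10 uM ATP in 50 mM Tris acetate pH 7.5, 10 mM Mg acetate, 0.01% Tween-20, 0.05% BSA; 6-point qHTS titration about 60 µM downward; luminescence read.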
VP16 counter = counter-screen for ROR gamma inhibitors: Gal4-VP16 reporter; Drosophila S2 Gal4-VP16 UAS-luciferase, luminescence, 20 h; Potency, µM (titrated, usually from 53.6 µM), for inactives: at the top dose activity, negative = inhibition, most hits filed as inhibitors; 310,000 compounds, 3.5% hits; AID 2546;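 further: Gal4-VP16 expression switched on by copper sulfate through the metallothionein promoter; potency means the concentration at half of the fitted maximal effect; on the % scale 0 is the no-effect control and ±100 the full control effect; nearly all actives have a fitted effect of over 50% in size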
Giardia kill = kills Giardia lamblia. activity change, % at 7.66 µM, hits read low. AID 540267. Giardia lamblia trophozoite viability. 340,000 compounds, 0.15% hits; in the data active means activity change below about -80%; inconclusive means between about -30% and that limit;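 further: parasites exposed to compound for two days anaerobically before the ATP read; on the % scale 0 is the no-effect control and ±100 the full control effect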
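Trophozoite viability was measured as ATP-dependent luminescence, read 15-30 min after reagent addition. Before that, parasites at 100 cells/well were exposed to compounds for 48 h, anaerobically, at 37 deg C.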
KCNH2 3.1 block = inhibitors of human KCNH2 3.1 potassium channel isoform; activity change, % (tested at about 1.8 µM); U2OS KCNH2 3.1, thallium flux FluxOr; stronger effect = lower value; AID 720553; 340,000 compounds, 0.95% hits;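 active means maximum activity change below -70%; inconclusive means maximum activity change from -70% to -50%; inactive means maximum activity change above -50%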;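 further: thallium influx rate constant from kinetic fluorescence after stimulation buffer; on the % scale 0 is the no-effect control and ±100 the full control effect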
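Thallium flux via FluxOr fluorescence (Red40 quencher, 45 min loading) in U2OS cells virally expressing the KCNH2 3.1 isoform (1.77 x 10^8 /mL virus, overnight at 37 C). Rate constants from 2-min kinetic reads post-stimulation, normalised to positive and negative controls.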
RORg inh = inhibitors of mouse ROR gamma transcriptional activity | P51450 | Drosophila S2 Gal4-RORgamma UAS-luciferase reporter, 20 h | Potency, µM (top dose mostly 53.6 µM), without a hit: at the highest dose activity change, negative = inhibition, most hits filed as inhibitors | 310,000 compounds, 5.4% hits | AID 2551; further: potency means the concentration at half of the fitted maximal effect; on the % scale 0 is the no-effect control and ±100 the full control effect; nearly all actives have a fitted effect of over 60% in size
Target sequence (P51450 whole entry, looked up, the tested form may be a part): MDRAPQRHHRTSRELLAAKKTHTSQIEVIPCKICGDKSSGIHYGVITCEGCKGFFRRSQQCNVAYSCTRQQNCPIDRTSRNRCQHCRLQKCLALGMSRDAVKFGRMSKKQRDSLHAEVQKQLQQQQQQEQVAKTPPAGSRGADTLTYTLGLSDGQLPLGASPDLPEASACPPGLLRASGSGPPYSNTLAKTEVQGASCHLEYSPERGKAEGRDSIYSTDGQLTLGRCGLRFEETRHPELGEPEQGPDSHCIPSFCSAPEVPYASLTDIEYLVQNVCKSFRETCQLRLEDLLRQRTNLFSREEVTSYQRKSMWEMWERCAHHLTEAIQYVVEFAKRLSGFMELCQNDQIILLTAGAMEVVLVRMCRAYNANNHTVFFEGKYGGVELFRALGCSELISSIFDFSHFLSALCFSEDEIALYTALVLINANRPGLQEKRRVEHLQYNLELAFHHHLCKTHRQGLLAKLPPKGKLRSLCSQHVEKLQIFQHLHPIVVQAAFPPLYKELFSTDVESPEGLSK
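Drosophila S2 cells stably expressing Gal4-DBD/mouse RORγ fusion under metallothionein promoter plus UAS-luciferase; compound 1 h, then 700 uM CuSO4 induction for 20 h at ambient temperature; inhibition read as reduced luminescence.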
NPC1 prom act = NPC1 promoter activation. Huh7 NPC1 promoter luciferase reporter, 24 h. Potency, µM (doses to about 9.22 µM), inactives show top-dose activation, usual class: activators. 320,000 compounds, 2.4% hits. AID 485313;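 further: potency means the concentration at half of the fitted maximal effect; % of control where 0% means no effect; nearly all actives have a fitted effect of over 60% in size; reporter is driven by a mutant NPC1 promoter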
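In 1536-well qHTS, Huh7 cells harboring an NPC1 promoter–luciferase construct received compound for 24 h; activation was quantified by luminescence following luciferase reagent addition.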
Active calls of the source: *; ? = inconclusive; / = not tested or not shown; & = joins results of further samples; [ ] = dose if it differs, or a comment. Unless noted, the call rests on the fitted dose curve; in most records, active means well fitted curve in the direction sought with a large enough effect; inconclusive means small, poorly fitted or top-dose-only effect, or another doubt; inactive means no such curve, though single readings can be large; an effect the other way counts as inactive or inconclusive.

SMILES | ELG1 genotox | uPA generation | Tb PFK block | Coupling enz | Rab9 promoter act | FLuc modulator | VP16 counter | Giardia kill | KCNH2 3.1 block | RORg inh | NPC1 prom act
COc1ccccc1CNN | 0% | -3% | 0% | 0 | -4% | -6% | 5% | 28 | 11 | ? | -1%
CC1=C(C(=O)OCc2ccccc2)C(c2ccc([N+](=O)[O-])cc2)NC(=O)N1CCCCCC(=O)O (stereo unspecified) | 7% | -10% | -5% | 3&1 | -1% | 1% | 18%&0% | -20 | -4 | 10µM* | -2%
c1ccc(N2N=C(c3cccs3)CC2c2ccco2)cc1 (stereo unspecified) | 1% | 0% | 1% | 0 | -2% | -14% | 9% | -12 | -23 | 12% | 4%
CC(C)CCNC(=O)CN(CCN1CCOCC1)C(=O)Cn1nnc(-c2ccc(F)cc2)n1 | 3% | 0% | 5% | 1 | 2% | 1% | 2% | -11 | ? | 5% | 1%
CCn1cc(CN2CCC(C(=O)Nc3ccc(Oc4ccccc4F)cc3)CC2)c(C)n1 | -8% | -7% | 1% | / | -6% | -2% | -15% | 2 | / | 11% | -4%
Cc1ccc(Sc2c(C)[nH]n(C(C)(C)C)c2=O)cc1 | -3% | 0% | -1% | 1 | -2% | -1% | -4% | -16 | 3 | 16% | 6%
Cc1cc(=O)[nH]c(N/N=C/c2c(C)nn(-c3ccccc3)c2C)n1 | -5% | 1% | 1% | -1 | -2% | -19% | -8% | -13 | 7 | 40% | -6%
Cc1onc(-c2ccccc2)c1CNC(=O)Nc1ccccc1 | -3% | 0% | 0% | 0 | 2% | 0% | 8% | -2 | -14 | 33% | 2%
CC(C)CNC(C(=O)Nc1ccc([N+](=O)[O-])cc1Br)c1ccccc1 (stereo unspecified) | -4% | ? | 0% | 0 | -3% | -1% | -12% | 17 | -3 | 2% | 0%
CCOC(=O)CCc1c(C)n(CC)c2ncnn2c1=O | 2% | 14% | 1% | 3 | -1% | 0% | 5% | -25 | 4 | -23% | 0%
Cc1ccc(OCC(=O)OCC(=O)NC2CCCC2)cc1C | 1% | 1% | 10% | / | -8% | / | / | -19 | -2 | / | 7%
CN(/N=C/c1cc(Br)cc(Br)c1O)c1ccccc1 | 1% | 4% | -2% | 1 | 15% | ? | 10% | 8 | 22 | 4% | 28%
O=C(O)c1ccc(N=Nc2c(O)[nH]c3cc(Cl)ccc23)cc1 | 9.2µM* | 7% | ? | 5 | 0.1µM* | 0.85µM* | -26% | -15 | 4 | ? | 0.32µM*
CN(C)CCN(C(=O)c1cccc(Cl)c1)c1nc2c(Cl)cccc2s1 | 0% | 2% | 0% | 0 | -1% | -2% | -14% | 17 | 2 | -4% | 2%
CCc1ccc(/C=C2\C(=N)N3N=C(CC(=O)N4CCCCC4)SC3=NC2=O)cc1 | 0% | -8% | -6% | / | -1% | -3% | 1% | -16 | -2 | -3% | -3%
CCCCCC1=C(C(=O)OC)C(C(=O)OCC)N(S(=O)(=O)C(F)(F)F)c2ccccc21 (stereo unspecified) | -7% | 6% | -5% | -8 | / | / | -7% | -7 | -3 | 13% | /
COc1ccc(NC(=O)CN2CCC(NC(=O)C3CCCCC3)CC2)c([N+](=O)[O-])c1 | -3% | 5% | -2% | -1 | -8% | 0% | 7% | 4 | -10 | -1% | -5%
Cc1nc(N)nc(SCc2ccc([N+](=O)[O-])cc2)c1N | -2% | -20% | 13µM* | 1 | 0% | -1% | -15% | 10 | 0 | ? | -4%
COc1ccc(CN2CCN(Cc3cc(=O)oc4cc(C)ccc34)CC2)c(OC)c1OC | -6% | -2% | 1% | 1 | -8% | 1%&5% | -8% | -15 | -100* | -1% | 1%
O=[N+]([O-])c1ccccc1S(=O)(=O)NCCC1=CCCCC1 | -3% | 7% | 7% | 0 | 6% | -9% | 19% | -6 | -2 | ? | -12%
COc1ccc(CNC(=O)C(C)Sc2nc3ccccc3c(=O)n2CC2CCCO2)cc1 (stereo unspecified) | 3% | -1% | 6% | / | -7% | 7% | / | -7 | -15 | / | -9%
Cc1nc2cc(NC(=O)NC3CC3)ccc2n1C | 9% | -9% | -8% | -6 | 18% | -15% | -1% | -4 | 13 | 17% | 7%
CC(C)OCCCNC(=O)c1ccc(NC(=O)C2=CSCCO2)cc1 | 11% | 2% | -4% | / | 2% | -1% | -11% | -13 | 0 | 10% | -3%
O=C(CSc1nc2ccccc2nc1SCC(=O)N1CCOCC1)N1CCOCC1 | -7% | 2% | 0% | 2 | -2% | -2% | / | 8 | 2 | -5%[0.365 µM] | -1%
Cc1ccc2[nH]c(=O)c(C(c3nnnn3CC3CCCO3)N3CCc4ccccc4C3)cc2c1 (stereo unspecified) | -3% | / | 1% | -29 | 2% | 4% | 0% | 10 | 13 | -12% | -5%
SMILES | ELG1 genotox | uPA generation | Tb PFK block | Coupling enz | Rab9 promoter act | FLuc modulator | VP16 counter | Giardia kill | KCNH2 3.1 block | RORg inh | NPC1 prom act
COCCN1CCn2c(nc3cc(NC(C)=O)ccc32)C1 | 4% | -1% | -1% | -1 | 2% | -5% | -6% | 1 | 8 | -1% | -3%
Cc1cccc(C)c1NC(=O)CSc1nnc(Cn2nnc(-c3ccccc3)n2)n1-c1ccccc1 | -4% | / | 2% | 3 | -6% | 3% | -1% | -8 | 1 | 24% | -2%
CNc1c(NS(=O)(=O)c2ccc(C(C)(C)C)cc2)c(=O)oc2ccccc12 | 0% | 0% | -2% | 2 | 3% | 1% | -5% | 0 | -3 | -25% | -5%
CN(C)c1ccc(SC#N)cc1 | -10% | -6% | -12% | 2 | 5% | -11% | ? | 7 | -4 | -23% | -3%
COC(=O)[C@]1(C)N[C@H](CN(C)C(=O)COc2ccccc2)[C@@H]2C(=O)N(C)C(=O)[C@@H]21 | 0% | -4% | 2% | / | / | / | / | -3 | 6 | / | /
Cn1c(N)c(N=Nc2ccc(S(N)(=O)=O)cc2)c(=O)n(C)c1=O | -4% | -8% | 5% | 1 | -10% | -6% | 1% | -18 | 4 | 1% | -3%
CCOc1ccccc1CNC(=O)c1c([N+](=O)[O-])c(C)nn1C | -4% | 7% | -2% | 2 | 1% | -8% | -21% | -16 | 2 | ? | 2%
O=[N+]([O-])c1ccc(O)c(N=Cc2sc3ccccc3c2O)c1 | 13% | -3% | -1% | -13 | -17% | 11µM* | ? | 11 | -17 | ? | 15%
CC(C)CC(=O)OC1C(N2CCOCC2)c2c(ccc(/C=C/C(=O)N3CCOCC3)c2O)OC1(C)C (stereo unspecified) | 0% | 3% | 4% | 0 | 0% | 1% | -1% | 0 | 3 | ? | -1%
O=C(NNC(=O)c1ccc([N+](=O)[O-])cc1)c1ccncc1 | -1% | 2% | 2% | 1 | -3% | -15% | -5% | -9 | -9 | -9% | 0%
Cc1ccc(CN2CCCN(C)CC2)c(C)c1 | -4% | -3% | 0% | -3 | 5% | 2% | -10% | 5 | -1 | -21% | 1%
Cc1ccc(C(=O)Nc2ccccc2C(=O)O)cc1S(=O)(=O)Nc1ccccc1 | -12% | 28% | 6% | 5 | 3% | ? | 15% | 3 | -3 | -30% | -6%
O=C(O)c1ccc(COc2ccccc2C=C2C(=O)c3ccccc3C2=O)cc1 | 6% | -3% | ? | 7 | -3% | 4% | -3% | 12 | -1 | -12% | -2%

Records listed above shown as hits in NPC1 prom act.
Molecule	uPA generation	Tb PFK block	Rab9 promoter act	RORg inh	NPC1 prom act
O=C(O)c1ccc(N=Nc2c(O)[nH]c3cc(Cl)ccc23)cc1	7%	?	0.1µM*	?	0.32µM*

In the list so far, these contain a tert-butyl group.
SMILES | ELG1 genotox | uPA generation | Tb PFK block | Coupling enz | Rab9 promoter act | FLuc modulator | VP16 counter | Giardia kill | KCNH2 3.1 block | RORg inh | NPC1 prom act
Cc1ccc(Sc2c(C)[nH]n(C(C)(C)C)c2=O)cc1 | -3% | 0% | -1% | 1 | -2% | -1% | -4% | -16 | 3 | 16% | 6%
CNc1c(NS(=O)(=O)c2ccc(C(C)(C)C)cc2)c(=O)oc2ccccc12 | 0% | 0% | -2% | 2 | 3% | 1% | -5% | 0 | -3 | -25% | -5%

As entered above:
FLuc modulator with COc1ccccc1CNN is entered as -6%
NPC1 prom act with CCOC(=O)CCc1c(C)n(CC)c2ncnn2c1=O is entered as 0%
NPC1 prom act with Cc1nc(N)nc(SCc2ccc([N+](=O)[O-])cc2)c1N is entered as -4%
